IL-1B inflam inh – qHTS for Inhibitors of Inflammasome Signaling: IL-1-beta AlphaLISA Primary Screen. THP-1 LPS/ATP IL-1B secretion, AlphaLISA, 16 h; hits give low values. activity change, % at 57.5 µM. 4.7% of 360,000 active. AID 743279, 2014; in the data active = activity change below about -50%; inconclusive = mostly about -30% to -49%; note: % is set by controls: 0 for no effect and ±100 for the full control effect
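Secreted IL-1B measured by AlphaLISA bead assay after 16 h compound exposure of THP-1 cells; compounds (final up to 57.5 uM) added 1 h before LPS (250 ng/mL) and ATP (1.25 mM) stimulation; lower signal means less secretion.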
MCF10A rereplic – A quantitative high throughput screen for small molecules that induce DNA re-replication in MCF 10a normal breast cells; MCF 10A DNA re-replication, Hoechst nuclear intensity, 48 h; Potency, µM (titrated, usually from 46.1 µM), for inactives: at the top dose activity, positive = re-replication, hits mostly activators; 2.9% of 350,000 active; AID 624296, 2012; note: potency is the fitted concentration of half-maximal effect; % of control where 0% means no effect; nearly all actives have a fitted effect of over 50% in size
ATXN2 expr inh – Primary qHTS for Inhibitors of ATXN expression; HEK-293 ATXN2-luciferase reporter, luminescence, 24 h; Potency, µM (top dose mostly 57 µM), for the others: top-dose activity change, negative = inhibition, actives largely listed as inhibitors; 0.72% of 360,000 active; note: potency is the fitted concentration of half-maximal effect; % is set by controls: 0 for no effect and ±100 for the full control effect; nearly all actives have a fitted effect of over 55% in size
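ATXN2-luciferase reporter cells (luciferase flanked by upstream and downstream ATXN2 gene portions) were treated 24 h at 37 °C with compounds at up to 57 uM. SteadyGlo luminescence gave expression; GF-AFC fluorescence gave viability.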
HT1080 IDH1KD tx – qHTS for induction of synthetic lethality in tumor cells producing 2HG: qHTS for the HT-1080-IDH1KD cell line. HT-1080 IDH1 knockdown viability, ATP luminescence, 48 h. 2% of 360,000 active. Potency, µM (highest dose often 46.1 µM), for the others: at the top dose activity, negative = toxicity, hits mostly cytotoxic;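 note: potency is the fitted concentration of half-maximal effect; 0% = DMSO wells and -100% = cell-free medium wells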
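In this qHTS, HT-1080 cells depleted of IDH1 are exposed for 48 h at 37 °C to compound titrations. Toxicity is scored from CellTiter-Glo luminescence, with DMSO as full viability and medium alone as none.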
SW480 rerep – A quantitative high throughput screen for small molecules that induce DNA re-replication in SW480 colon adenocarcinoma cells; 1.8% of 340,000 active; SW480 DNA re-replication, Hoechst DNA content imaging, 48 h; Potency, µM (titrated, usually from 46.1 µM), without a hit: at the top dose re-replication activation, actives largely listed as activators; note: potency is the fitted concentration of half-maximal effect; % of control where 0% means no effect; nearly all actives have a fitted effect of over 55% in size
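Per well, 250 cells were exposed to pinned compound for 48 hr. Nuclear DNA was visualised with Hoechst (40 min, 37 C) and total object intensity recorded by fluorescence scanning.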
HT1080-NT tox – qHTS for induction of synthetic lethality in tumor cells producing 2HG: qHTS for the HT-1080-NT fibrosarcoma cell line | HT-1080-NT fibrosarcoma viability, CellTiter-Glo ATP luminescence, 48 h | Potency, µM (highest dose often 46.1 µM), inactives show top-dose activity, negative = less viability, hits mostly cytotoxic | 1.6% of 360,000 active | AID 686970, 2013;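 note: NT is the 2HG producing partner of a matched IDH1 knockdown line; potency is the fitted concentration of half-maximal effect; 0% = DMSO-treated cells and -100% = media-only wells without cells; nearly all actives have a fitted effect of over 55% in size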
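A 48-hour cytotoxicity screen used HT-1080-NT cells plated 2 hours before compound delivery. ATP-based CellTiter-Glo luminescence measured viability, normalized to DMSO and no-cell controls.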
KB-3-1 tox – qHTS assay for MDR1-selective chemotherapeutics: Primary screen using the parental adenocarcinoma cell KB-3-1 | KB-3-1 viability, CellTiter-Glo ATP luminescence, 72 h | Potency, µM (doses to about 46.1 µM), for inactives: at the highest dose activity change, negative = cytotoxic, actives largely listed as cytotoxic | 1.4% of 400,000 active | AID 1347075, 2019; note: potency is the fitted concentration of half-maximal effect; % is set by controls: 0 for no effect and ±100 for the full control effect; nearly all actives have a fitted effect of over 60% in size
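Cytotoxicity measured as CellTiter-Glo luminescence after 72 h at 37 C. Compound titrations were pinned onto drug-naive KB-3-1 parental adenocarcinoma cells grown in DMEM with 10% FBS, and normalized data fitted to concentration-response curves.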
ATXN viability – Viability Counterscreen for Primary qHTS for Inhibitors of ATXN expression; S2 cells (HEK-293 line with an ATXN2-luciferase reporter) viability, CellTiter-Fluor protease fluorescence, 24 h; Potency, µM (titrated, usually from 56.7 µM), hits mostly cytotoxic; 0.49% of 400,000 active; AID 651635, 2014; note: potency is the fitted concentration of half-maximal effect; nearly all actives have a fitted effect of over 40% in size
HepG2 viability – qHTS for Inhibitors of TGF-b: Cytotox Counterscreen | AID 588856, 2011 | HepG2 CAGA-GFP viability, ATP luminescence, 18 h | Potency, µM (top dose mostly 46.1 µM), without a hit: at the highest dose activity change, negative = cytotoxicity, actives largely listed as cytotoxic | 0.76% of 410,000 active; note: potency is the fitted concentration of half-maximal effect; some results filed as inactive show a strong effect at the top dose
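CellTiter-Glo luminescence gave cytotoxicity after 18 hours at 37 degrees C. The cells were HepG2 CAGA-GFP in 1% FBS DMEM, stimulated with 500 pg/mL TGF-beta after compound addition. %Activity was normalised to no-cell wells (complete cell-killing) and DMSO (no toxicity), and curves were fitted and classified.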
Starred values were filed as active, the others as inactive; i = inactive; ? = inconclusive; / = no result given; & = joins results of further samples; [ ] = another dose, or the depositor's remark. Unless noted, calls come from the whole dose curve; as a rule, active = well fitted curve in the direction sought with a large enough effect; inconclusive = small, poorly fitted or top-dose-only effect, or another doubt; inactive = no such curve, though single readings can be large; an effect the other way counts as inactive or inconclusive. Not a hit list; overall some 8.9% were active at least once.

Each structure is followed by: IL-1B inflam inh	MCF10A rereplic	ATXN2 expr inh	HT1080 IDH1KD tx	SW480 rerep	HT1080-NT tox	KB-3-1 tox	ATXN viability	HepG2 viability
1. Cc1[nH]c2ccc(OC(F)(F)F)cc2c1CCN1C(=O)c2ccc(C(=O)O)cc2C1=O
  61	6%	-25%	-22%	23%	-17%	13%	i	1%
2. CCn1c(CNC(=O)c2cccc(C)c2)nc2ccccc21
  2	-3%	-23%	0%	-12%	-4%	4%	i	1%
3. Cc1ccc2sc(C)[n+](CCC(C)S(=O)(=O)[O-])c2c1 (stereo unspecified)
  -1	-1%	-7%	3%	-7%	1%	15%	i	0%
4. Cc1nn(-c2ccccc2)c(-n2cccc2)c1C(=O)NCc1ccccc1Cl
  /	/	?	/	/	/	?	?	-18%
5. C=C(C)Cn1c(SCC(=O)N/N=C/c2ccccc2OCC(=O)O)nnc1-c1ccc(Br)cc1
  0	0%	/	0%	-6%	0%	5%	i	-2%
6. OC[C@@H]1CN(CCN2CCOCC2)C[C@H](n2cnc3c(NC4CCCC4)ncnc32)O1
  22	/	10%	17%	/	?	0%	i	-3%
7. Cn1ccc2c(OCC(=O)NCc3ccccc3)cccc2c1=O
  /	/	2%	/	/	/	1%	i	-21%
8. Clc1ccc(OCc2cnc(Cl)s2)cc1
  -5	-1%	-3%	21%	-7%	11%	1%	i	8%
9. CN(C)C1=NC[C@H](Cc2ccccc2)N1CC1CCC(C(C)(C)C)CC1 (stereo partly specified)
  -26	-2%	-11%	-13%	0%	-26%	-24%	?	-32%
10. O=c1c2[nH]c3ccc(F)cc3c2ncn1CCN1CCN(Cc2ccccc2)CC1
  5	-8%	-17%	-9%	-2%	-8%	?	i	-14%
11. O=C1CCCc2nc3c(cc21)C(O)Oc1ccccc1-3 (stereo unspecified)
  -2	3%	-19%	1%	3%	-2%	8%	i	-32%
12. N#Cc1cnn(-c2nc(SCc3ccccc3)nc3sc4c(c23)CCCC4)c1N
  17	0%	-15%	-24%	1%	-25%	-16%	i	-20%
13. CC1(C(=O)NS(=O)(=O)c2cccc(OC(F)F)c2)CCN1C(=O)Cc1ccsc1 (stereo unspecified)
  25	/	7%	8%	/	?	0%	i	0%
14. Cc1cc(C)nc(SCCn2c(N3CC(C)OC(C)C3)nc3c2c(=O)n(C)c(=O)n3C)n1 (stereo unspecified)
  39	-10%	-18%	8%	-15%	7%	29%	i	10%
15. CCS(=O)(=O)c1ncc(Cl)c(C(=O)Nc2ccc(C)cc2)n1
  -99*	5.8µM*	?	15µM*	3.7µM*	18µM*	?	/	-98%
16. CC(C)NC(=O)CSc1nc(Cc2cccs2)nc2ccccc12
  ?	-10%	6%	0%	1%	2%	19%	i	13%
17. Cn1nc(C(=O)Nc2cccc(S(=O)(=O)N3CCOCC3)c2)c2ccccc2c1=O
  0	-8%	10%	-2%	1%	-10%	-7%	i	-16%
18. Cn1c(CNC(=O)CCNC(=O)c2ccccc2)cc(=O)n(C)c1=O
  -8	-3%	/	-2%	0%	-6%	-2%	i	8%
19. Cc1cccc(-n2c(O)c(C=Nc3ccccc3N)c(=O)[nH]c2=O)c1
  16	9%	73%[activator]	-24%	-8%	-17%	0%	i	-16%
20. O=C(Oc1cccc(-n2cnnn2)c1)C1CCCCC1
  0	-1%	/	-2%	-9%	-6%	11%	/	-19%
21. CC(=O)c1cccc(S(=O)(=O)Nc2ccc3nc(C)sc3c2)c1
  -1	1%	-24%	-10%	0%	?	?	i	30%
22. Cc1ccccc1-c1nc(CS(=O)(=O)CC(=O)NCCc2ccccc2)c(C)o1
  -22	5%	-6%&-9%	-3%	-18%	-2%	0%&-10%	i	-14%&-14%
23. CCn1c(COc2cccc(OC)c2)nnc1SCC(=O)Nc1ccccc1C(=O)OC
  0	17%	-4%	10%	-4%	3%	-2%	?	5%
24. NC(=O)NC(=O)COC(=O)/C=C/c1cccc(Br)c1
  22	-2%	/	3%	-3%	4%	0%	?	5%
25. Cc1ccc(NC(=O)CN2C(=O)CCc3cc(S(=O)(=O)N4CCOCC4)ccc32)cc1F
  /	/	2%	/	/	/	10%	i	-20%
26. COc1ccc(C(=O)c2[nH]c(N)c(C(=O)NCCc3c[nH]c4ccccc34)c2-c2ccc(OC)c(OC)c2)cc1
  ?	/	7%	?	/	?	?	?	/
27. CN(C)C(=O)COC(=O)c1cccc(S(=O)(=O)N2CC3(C)CC2CC(C)(C)C3)c1 (stereo unspecified)
  7	?	-11%	-4%	-20%	0%	-9%	i	5%
28. Cc1ccccc1C(=O)NC1CCN(CC(=O)Nc2ccccc2Cl)CC1
  16	0%	3%	-1%	-28%	-8%	-10%	i	-17%
29. CCOC(=O)c1cccc(C2=CC(=O)CC(C)(C)C2)c1
  -3	-6%	-6%	-2%	-5%	1%	1%	i	4%
30. O=C1N/C(=C/c2ccsc2)C(=O)N1c1ccccc1
  -54*	4%	13%	12%	6%	25%	0%	i	-9%
31. Cc1cc(C(=O)COC(=O)C2CC2)c(C)n1-c1ccc(F)cc1
  -3	0%	42%[activator]	-7%	1%	4%	17%	i	3%
32. Fc1ccc(-c2nc3c4c(-c5ccccc5)c(-c5ccccc5)oc4ncn3n2)cc1
  /	/	9%	/	/	/	4%	i	5%
33. CCN1C[C@@H]2[C@@H]3C(=O)N(Cc4ccccc4)C(=O)[C@@H]3[C@](CC)(C1=O)N2C(=O)c1ccccc1
  22	0%	0%	10%	3%	9%	1%	i	2%
34. COC(=O)CN1C(=O)C(O)=C(C(C)=O)C1c1ccc([N+](=O)[O-])cc1 (stereo unspecified)
  11	-1%	-1%	-6%	-1%	-4%	-7%	i	-13%
35. COc1ccc(CCNC(=O)N2CCOCC2)cc1
  -6	-7%	6%	10%	-1%	7%	15%	i	2%
36. COC(=O)CN1C(=O)[C@H]2[C@@H](C3CC3)N3C(=O)CN(CCO)C(=O)[C@@]3(Cc3ccccc3)[C@H]2C1=O
  0	7%	-6%	-3%	-6%	?	0%	i	4%
37. COc1ccc2oc(C(=O)OCC(=O)N(CC(C)C)c3c(N)n(Cc4ccccc4)c(=O)[nH]c3=O)c(C)c2c1
  -20	10%	1%	-16%	0%	-9%	8%	i	-18%
38. N#CCOC(=O)/C=C/c1ccc2c(c1)OCO2
  -6	-10%	/	1%	-1%	17%	6%	i	-4%
39. CC(Sc1nnc(COc2ccccc2)n1Cc1ccccc1)C(=O)O (stereo unspecified)
  22	5%	-1%	15%	0%	0%	10%	i	-5%
40. COc1ccccc1C1(CCN=Cc2ccc(N(C)C)cc2)CCOC(C)(C)C1 (stereo unspecified)
  -64*	2%	-1%	-2%	?	-5%	-2%	i	-24%
41. CN(C)CCNC(=O)CCCNC(=O)Cn1cnc2sc3c(c2c1=O)CCCC3
  0	15%	1%	18%	1%	10%	15%	i	-9%
42. Fc1ccc2c(c1)NC(c1ccncc1)=NC(c1cccs1)=N2
  /	/	-15%	/	/	/	7%	i	-2%
43. COc1ccc(CN2CCC(Oc3ccc(C(=O)N4CCCCC4)cc3)CC2)cc1C
  -53*	11%	0%	-9%	9%	-7%	/	?	-49%
44. CC(=O)Nc1ccc(-c2csc(NC(=O)CN3C(=O)NC4(CCCC4)C3=O)n2)cc1
  -11	3%	-2%	9%	-4%	10%	2%	i	-2%
45. Oc1ccc(C[C@H]2CNC(=S)N2CCc2cc(C(F)(F)F)cc(C(F)(F)F)c2)cc1
  15	2%	1%	0%	-3%	4%	0%	i	-34%
46. O=C(C1CCN(c2ncnc3c2nc2n3CCCCC2)CC1)N1CCN(c2cccc(Cl)c2)CC1
  ?	-5%	/	-28%	0%	?	?	18µM*	-30%&-25%
47. Cc1ccc(NC(=O)N2CCN(S(=O)(=O)c3ccccc3)CC2)cc1
  -3	0%	-21%	21%	-2%	0%	5%	i	-20%
48. Cc1nn(C)c(NC(=O)c2ccccc2Cl)c1Br
  ?	-4%	-15%	-3%	1%	2%	-11%	i	5%
49. Cc1ccc(C)c(N2CCN(CCCc3ccccc3)CC2)c1
  25	54%	?	0%	5%	-2%	?	i	-44%
50. C=CCn1c(=S)sc2c(=O)[nH]c(C)nc21
  -4	?	3%	-1%	-12%	1%	10%	?	-2%
51. CC1(C)C2CCC1(CS(=O)(=O)NCc1ccc(C(=O)O)cc1)C(=O)C2 (stereo unspecified)
  6	5%	3%	20%	-7%	18%	14%	i	26%
52. CCCCc1n[nH]c2c1C(=O)CC(C)(C)C2
  -13	2%	-13%	14%	-1%	17%	4%	i	-3%
53. COC(=O)C1(C(=O)OC)C[C@H](/C=C/c2ccccc2)N(Cc2ccccc2OC)[C@@H]1c1ccccc1
  0	/	/	-7%	/	-7%	-16%	/	/
54. COCCn1c(=S)[nH]c2cc(C(=O)N3CCN(Cc4ccc5c(c4)OCO5)CC3)ccc2c1=O
  -18	?	-36%	-10%	?	?	4.1µM*	i	-34%

Some entries already given, reduced to ATXN2 expr inh:
| No. | SMILES | ATXN2 expr inh |
| --- | --- | --- |
| 16 | CC(C)NC(=O)CSc1nc(Cc2cccs2)nc2ccccc12 | 6% |
| 27 | CN(C)C(=O)COC(=O)c1cccc(S(=O)(=O)N2CC3(C)CC2CC(C)(C)C3)c1 (stereo unspecified) | -11% |

Bioassay records: PubChem, National Center for Advancing Translational Sciences (NCATS)
